Assay outcomes from PubChem BioAssay.
M4 PAM: human M4 muscarinic receptor positive allosteric modulators, primary screen, CHO-K1 cells, Fluo-8 calcium fluorescence; Muscarinic acetylcholine receptor M4 (Homo sapiens), P08173; CHO-K1 hM4/Gqi5, ACh EC20; 0% = ACh EC20, 100% = maximal ACh; activation, % at 3 µM; 360,000 compounds, 0.4% hits; AID 624126, 2012;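 active means activation above its plate's cutoff, the mean activation of sample wells plus 3 SD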; further: some results filed as inactive read as strong as hits
Target sequence (P08173 whole entry, looked up): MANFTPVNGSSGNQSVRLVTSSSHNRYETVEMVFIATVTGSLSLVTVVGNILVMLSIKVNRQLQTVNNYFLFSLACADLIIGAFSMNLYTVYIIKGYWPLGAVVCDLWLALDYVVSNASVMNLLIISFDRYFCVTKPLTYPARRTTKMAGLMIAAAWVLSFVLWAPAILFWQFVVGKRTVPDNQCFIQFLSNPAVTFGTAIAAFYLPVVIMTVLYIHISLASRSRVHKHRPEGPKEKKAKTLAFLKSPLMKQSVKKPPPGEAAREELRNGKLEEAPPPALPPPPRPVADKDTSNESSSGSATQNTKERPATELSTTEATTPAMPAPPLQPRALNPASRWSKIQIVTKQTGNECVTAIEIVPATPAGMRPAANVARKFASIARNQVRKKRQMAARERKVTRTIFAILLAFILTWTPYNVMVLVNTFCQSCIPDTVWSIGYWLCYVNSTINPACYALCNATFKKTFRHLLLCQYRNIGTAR
M5 PAM: human M5 muscarinic receptor positive allosteric modulators, primary screen, CHO-K1 cells, Fluo-8 calcium fluorescence; 360,000 compounds, 0.3% hits; activation, % at 3 µM; CHO-K1 hM5, ACh EC20 PAM; 0% = ACh EC20, 100% = ACh EC100;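 active means activation above the run cutoff, the mean activation of all test compounds plus 3 SD, cut at about 18% in these data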
Target sequence (P08912 whole entry, looked up): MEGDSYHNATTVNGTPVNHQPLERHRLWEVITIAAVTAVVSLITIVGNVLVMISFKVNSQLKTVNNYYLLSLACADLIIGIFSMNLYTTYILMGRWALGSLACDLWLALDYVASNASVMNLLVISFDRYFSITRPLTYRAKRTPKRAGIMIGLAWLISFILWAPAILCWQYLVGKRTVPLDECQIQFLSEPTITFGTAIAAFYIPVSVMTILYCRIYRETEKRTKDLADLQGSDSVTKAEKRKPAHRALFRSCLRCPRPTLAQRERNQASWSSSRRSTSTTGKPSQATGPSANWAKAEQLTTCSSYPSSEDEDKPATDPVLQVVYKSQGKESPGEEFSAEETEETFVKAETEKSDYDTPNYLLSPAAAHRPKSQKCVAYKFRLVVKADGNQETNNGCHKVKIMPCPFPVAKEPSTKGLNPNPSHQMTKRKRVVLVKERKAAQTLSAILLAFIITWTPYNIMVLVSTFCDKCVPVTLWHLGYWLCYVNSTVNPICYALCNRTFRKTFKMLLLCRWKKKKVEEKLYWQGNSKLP
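Assay system: CHO-K1 hM5 cells / Incubation: Fluo-8 loading 80 min at 37 °C plus 30 min room temperature / Technique: Fluo-8 calcium dye fluorescence, kinetic read / Repeats: single replicate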
M5 antag: human M5 muscarinic receptor antagonists, primary screen, CHO cells, Fluo-8 calcium fluorescence; inhibition, % at 3 µM; AID 624040, 2012; CHO-hM5 cells, ACh EC80; 360,000 compounds, 0.59% hits; Muscarinic acetylcholine receptor M5 (Homo sapiens), P08912;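 active means inhibition above a per-plate cutoff, the mean of that plate's test compounds plus 3 SD, cut at about 27% in these data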;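 further: 0% = acetylcholine EC80 with DMSO and 100% = DMSO without agonist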
TAAR1 antag: human TAAR1 antagonists, primary screen, Fluo-8 calcium fluorescence, CHO RD-HGA16 cells; Trace amine-associated receptor 1 (Homo sapiens), Q96RJ0; antagonist; inhibition, % at 3 µM; 360,000 compounds, 1.5% hits; AID 624466, 2012;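 active means inhibition above a per-plate cutoff, the mean inhibition of test compounds on that plate plus 3 SD, cut at about 49% in these data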;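 further: 0% = DMSO plus EC80 beta-PEA response and 100% = DMSO alone without agonist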
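Assay system: RD-HGA16 CHO cells with stable hTAAR1 and Gα16 / Reagent: EC80 β-phenethylamine stimulus / Doses: 3 µM, single point / Timing: dye loading 75 min at 37 °C, then 30 min room temperature / Measured by: Fluo-8 intracellular calcium dye fluorescence, real-time kinetic reads / Controls: vehicle wells and EC80 agonist wells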
M5 ag: human M5 muscarinic receptor agonists, primary screen, CHO-K1 cells, Fluo-8 calcium fluorescence | AID 624037, 2012 | 360,000 compounds, 0.19% hits | Muscarinic acetylcholine receptor M5 (Homo sapiens), P08912 | activation, % at 3 µM | CHO-K1 hM5 cells; 0% DMSO wells, 100% maximal acetylcholine response;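 active means activation above the run's mean over test compounds plus 3 SD, cut at about 23% in these data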;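 further: signal is peak over basal fluorescence ratio across the kinetic read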
CHO-K1 Ca PAM: nonselective calcium activators in parental CHO-K1 cells, primary screen, counter-screen for M1 PAM project, cell-based, Fluo-8 calcium fluorescence, full deck, 1536-well | activation, % at 3 µM | 360,000 compounds, 0.02% hits | ATP EC20; 0% at ATP EC20, 100% at ATP max;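 active means activation above the run cutoff, the mean activation of all test compounds plus 3 SD, cut at about 40% in these data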;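 further: peak over basal fluorescence ratio in a 140 s read after ATP addition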
CRFR2-BP ag: agonists of CRF-BP/CRF-R2 complex, primary screen, cell-based, HEK293, calcium dye fluorescence, uHTS; activation, % at 13.2 µM; calcium dye fluorescence (FLIPR); percent of saturating CRF peptide response; 350,000 compounds, 0.46% hits;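 active means activation of at least 50%, plus an integration ratio under a set limit after plate pattern correction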;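 further: plate controls were neutral control wells without compound for no effect and CRF at EC100 for full effect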
TAAR1 ag: human TAAR1 agonists, primary screen, Fluo-8 calcium fluorescence, CHO RD-HGA16 cells | 360,000 compounds, 0.99% hits | Trace amine-associated receptor 1 (Homo sapiens), Q96RJ0 | AID 624467, 2012 | vehicle wells 0%, saturating PEA agonist 100% | activation, % at 3 µM;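 active means activation above the mean activation of all test compounds in the run plus 3 SD, cut at about 38% in these data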
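Test system: RD-HGA16 (CHO) cells co-expressing Gα16 and hTAAR1 | Doses: Single dose, 3 µM | Schedule: 17-24 h seeding, 75 min 37 °C dye, 30 min RT | Evaluation: % activation from peak over basal fluorescence ratio, DMSO-to-PEA scaled | Technique: Kinetic Fluo-8 calcium fluorescence | Benchmarks: Low control DMSO, high control PEA (EC100)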
CRFR2-BP antag: antagonists of CRF-BP/CRF-R2 complex, primary screen, cell-based, HEK293, calcium dye fluorescence, uHTS; AID 588475, 2011; 350,000 compounds, 0.59% hits; CRF-induced calcium fluorescence; inhibition, % at 11.8 µM;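 active means inhibition of the ligand-induced calcium signal above about 50% at the single tested concentration, limit read from the data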
An asterisk follows results filed as active; . = not tested or not shown.

SMILES	M4 PAM	M5 PAM	M5 antag	TAAR1 antag	M5 ag	CHO-K1 Ca PAM	CRFR2-BP ag	TAAR1 ag	CRFR2-BP antag
COc1cccc(-n2c(C)nnc2SCC(=O)Nc2ccccc2N2CCOCC2)c1	4	3	4	-8	-1	11	-0.3	7	7
C[C@@H]1CN([C@H](C)CO)S(=O)(=O)c2ccc(-c3cccc(C(=O)N(C)C)c3)cc2O[C@H]1CN(C)C(=O)Nc1ccc(F)cc1	2	-1	12	-18	1	7	-0.2	2	-6
CC(C)CC(NC(N)=O)C(=O)NCCc1ccc(Cl)cc1 (stereo not given)	0	-6	-6	-1	-5	19	-1.4	1	11
COc1ccccc1-n1cn[nH]c1=S	-4	-1	4	-25	-2	-12	3.7	1	-14
Cc1cc(/C(N)=N/OC(=O)c2ccc(Cl)cc2)no1	8	12	-13	-14	1	-13	-1.5	4	6
CCOc1ccccc1OCC(=O)Nc1nc2ccccc2[nH]1	3	-3	-5	7	1	4	-2.3	14	0
CC(=O)N1CCN(S(=O)(=O)c2cccc(C(=O)OCC(=O)NCc3ccccc3Cl)c2)CC1	7	1	-7	-16	-1	13	-1.7	1	-19
CC(C)OC(=O)CSc1nnc(-c2ccncc2)n1N	-3	4	1	-5	3	15	-0.3	5	13
COc1ccc(Cl)cc1NC(=O)CN(C)C(=O)/C=C/c1ccco1	0	4	13	-7	1	7	1.2	4	-11
OC[C@@H]1CN(Cc2ccc3c(c2)OCO3)C[C@H](n2cnc3c(NC4CCC4)ncnc32)O1	7	2	3	-15	-1	4	.	0	.
CCOc1ccc(NC(=O)COC(=O)Cn2nc(C)c([N+](=O)[O-])c2C)cc1OCC	-1	-3	-2	4	1	19	0.5	0	-7
Fc1ccc(NC(=S)NC2CC3CCC(C2)N3Cc2ccco2)cc1 (stereo not given)	-5	0	4	0	-6	20	0.0	2	-4
COc1ccc(C(=O)Nc2ccc(N3CCN(C(=O)c4ccccc4)CC3)cc2)cc1[N+](=O)[O-]	-4	-8	9	15	1	-8	2.4	6	-8
CCOc1ccccc1CNC(=O)c1ccc2c(c1)N(CC)CCS2	-1	-6	2	7	-5	7	-2.5	-3	11
O=C(COC(=O)C12CC3CC(CC(Br)(C3)C1)C2)Nc1cccc(S(=O)(=O)N2CCOCC2)c1	-9	-18	25	32	6	-5	3.7	11	12
O=C(O)CCC(=O)Nc1sc2c(c1C(=O)Nc1cccc3ccccc13)CCCCC2	0	1	1	27	0	11	6.7	9	-43
CC(Cl)C(=O)c1c[nH]c2ccccc12 (stereo not given)	1	10	13	-10	2	3	-2.4	0	-3
Cc1csc2ncc(C(=O)NCCc3ccccc3)c(=O)n12	1	5	-2	-3	-1	13	-1.2	2	9
CC(=O)NC(C)C12CC3CC(CC(CC(=O)O)(C3)C1)C2 (stereo not given)	11	0	8	-14	-1	23	-1.6	6	-1
CCN(CC)C(=O)OCc1c(-c2cccc(OC)c2)ncc2ccccc12	2	-13	14	24	-5	11	-1.3	9	4
CCOc1cc(C(=O)N/N=C/C2CC=CCC2)cc(OCC)c1OCC (stereo not given)	8	0	1	-16	-4	14	-1.3	-1	11
N#C/C(=C/c1cccc(O)c1)C(=O)NCc1ccc(Cl)cc1	-2	8	9	-20	6	11	-0.5	13	-49
COc1ccccc1CNC(=O)CSc1nnc2c(n1)[nH]c1ccc(F)cc12	1	-4	9	-13	-3	-16	-1.7	4	-8
CCCCN(C(=O)c1cccc(S(=O)(=O)N2CCN(Cc3ccccc3)CC2)c1)c1ccccc1	-6	-4	8	-16	-3	-20	2.8	1	-14
N/C(=N\OC(=O)COc1ccc([N+](=O)[O-])cc1)c1cccnc1	7	-12	7	1	-1	9	-0.7	7	-14

Ordered by the number under M5 PAM (low to high): 3 of the compounds above.
molecule | M5 PAM
CCN(CC)C(=O)OCc1c(-c2cccc(OC)c2)ncc2ccccc12 | -13
OC[C@@H]1CN(Cc2ccc3c(c2)OCO3)C[C@H](n2cnc3c(NC4CCC4)ncnc32)O1 | 2
CC(Cl)C(=O)c1c[nH]c2ccccc12 (stereo not given) | 10

Quoted from the listing:
Reading of CCOc1cc(C(=O)N/N=C/C2CC=CCC2)cc(OCC)c1OCC (stereo not given) under M4 PAM: 8
Reading of COc1cccc(-n2c(C)nnc2SCC(=O)Nc2ccccc2N2CCOCC2)c1 under CHO-K1 Ca PAM: 11

The results go on.
SMILES	M4 PAM	M5 PAM	M5 antag	TAAR1 antag	M5 ag	CHO-K1 Ca PAM	CRFR2-BP ag	TAAR1 ag	CRFR2-BP antag
O=C(COC(=O)Cc1ccsc1)NCc1ccc(Cl)cc1	4	4	-4	-1	-3	25	-3.7	9	10
Cc1ccc(N2CCN(CCCCN3C(=O)C4CCCN4C3=O)CC2)cc1 (stereo not given)	3	3	0	7	-3	18	0.5	-2	11
Cc1cccc(N2CCN(C(=O)CNC(=O)Cc3ccccc3)CC2)c1C	7	6	2	-31	4	-1	-5.0	-2	-11
CCOC(=O)c1[nH]nc(-c2c(O)cc(C)cc2O)c1-c1csc(C)n1	0	0	-2	-1	2	-7	-0.1	2	-17
CN(C)c1ccc(C=C2C=C(c3ccccc3)OC2=O)cc1	3	1	-2	22	1	16	3.0	1	27
Cc1ccc(S(=O)(=O)NC2CC2)s1	-1	-4	2	-7	-3	4	-1.1	2	2
Cc1onc(-c2c(F)cccc2Cl)c1C(=O)Nc1cc2cc([N+](=O)[O-])ccc2oc1=O	3	-10	4	-20	-2	13	.	-2	.
COc1ccc2nc(C)cc(Nc3cccc(C(=O)O)c3)c2c1	-1	3	10	5	2	-2	-0.8	0	0
COc1ccc(-c2cc(C(=O)N3CCc4ccccc4C3)no2)cc1	-5	-8	15	-16	-6	-16	0.3	6	-3
CCN(C1CCCCC1)S(=O)(=O)c1c(C)n(C)c(=O)n(C)c1=O	-3	3	-19	-21	-1	16	0.5	1	9
Cc1ccc(C(=O)NC(=S)NCC2CCCO2)cc1[N+](=O)[O-] (stereo not given)	4	0	3	10	3	0	0.1	5	15
COC(=O)CN(c1ccc(OCc2ccccc2)cc1)S(C)(=O)=O	-2	-2	-9	-13	-2	-7	-11	5	38
O=S1(=O)CC=C(CSC(=S)NC2CCS(=O)(=O)C2)C1 (stereo not given)	-4	-6	4	-11	-2	0	-2.3	3	13
CC(=O)N/C(=N\c1nc(C)cc(C)n1)Nc1ccc2ccccc2c1	1	10	-18	-4	5	-23	-2.6	1	3
O=C(N1CCc2cc(S(=O)(=O)NC[C@H]3O[C@@H](n4ccc(=O)[nH]c4=O)[C@H](O)[C@@H]3O)ccc2C1)C(F)(F)F	7	-6	-4	-7	1	8	0.6	2	5
COc1ccccc1N1CCN(C(=O)C(=O)c2cccc([N+](=O)[O-])c2)CC1	5	-1	8	20	2	.	.	1	.
C[C@@H]1CN([C@@H](C)CO)C(=O)CCCn2nncc2CO[C@@H]1CN(C)C(=O)Nc1ccc(C(C)(C)C)cc1	-5	-5	1	-2	1	10	0.3	0	3
COC(=O)CC1C(=O)NCCN1C(=O)CSc1nnc(Nc2ccc(OC)cc2)s1 (stereo not given)	-6	3	-2	2	-3	0	-0.7	0	5
C/C(=N\NC(=O)c1nn(C)cc1Cl)c1ccncc1	0	1	-2	1	-1	16	0.2	1	7
CC(=O)Nc1ccc2c(c1)ncn2-c1ccccc1	0	-1	7	9	-6	6	-1.4	2	0
COc1ccc(/C=C(/NC(=O)c2ccccc2Cl)C(=O)NCCCC(=O)O)cc1	4	3	4	1	-2	20	-0.3	8	7
COC(=O)c1ccc(Oc2coc3cc(OCc4cnn(-c5ccccc5)c4)ccc3c2=O)cc1	-3	4	-3	13	0	-7	-1.5	17	-4
COc1ccc(C(=O)OCC(=O)Nc2ncc([N+](=O)[O-])s2)cc1OC	-2	-3	2	9	1	9	-0.4	1	6
CCCCC(=O)Nc1ccc(C(=O)NNC(=O)CCc2ccccc2)cc1	5	-1	1	7	0	14	0.6	9	1
O=C(O)C1=C[C@@H](C2CCCCC2)C[C@@H](OCc2ccc(CO)cc2)O1	-2	-6	9	3	1	1	0.2	9	-3

New compounds follow
SMILES	M4 PAM	M5 PAM	M5 antag	TAAR1 antag	M5 ag	CHO-K1 Ca PAM	CRFR2-BP ag	TAAR1 ag	CRFR2-BP antag
C=CCNC(=O)NC(=O)Cn1c(=O)c2c(ncn2CC)n(Cc2ccccc2)c1=O	0	1	2	-17	-3	17	-1.5	0	3
COCC(C)NC(=O)/C(=C/c1ccccc1)c1ccccc1 (stereo not given)	-1	5	-19	-16	-2	16	-0.9	-1	-3
CCN(c1ccccc1)S(=O)(=O)c1ccc2c(c1)N(C(C)=O)CCS2	0	-2	9	1	-8	6	0.9	2	-6
COc1ccc(NC(=O)Nc2nnc([C@@H]3C[C@H](O)[C@@H](CO)O3)s2)cc1	5	5	-7	-15	0	18	.	1	.
O=C1[C@H](Cc2ccccc2)NCC=CC[C@@H](c2ccc(Cl)cc2)N1Cc1ccc(Cl)cc1	22	17	4	22	9	-10	10	29	-8
O=C1CN(C(=O)COc2ccccc2F)c2ccccc2N1	5	-9	9	-16	-4	12	0.0	2	14
CC(/C=N/N1CCN(c2ccccc2)CC1)=C\c1ccco1	10	-2	2	-28	1	8	0.6	-2	10
O=C(NCc1cccs1)C1CCCN1C(=O)Nc1ccccc1Cl (stereo not given)	1	6	-1	-13	0	8	0.7	1	-8
O=C(NC(=S)NC1CCS(=O)(=O)C1)c1cccs1 (stereo not given)	-1	5	0	-4	-3	23	-1.8	-1	3
COc1ccc2nc(Nc3nc4cc5c(cc4s3)OCO5)sc2c1	5	2	-12	-10	1	-13	2.4	2	-32
CN(C)CCN1CCN(C(c2ccnc3ccccc23)c2nnnn2-c2ccc3c(c2)OCCO3)CC1 (stereo not given)	11	0	-11	-21	0	20	.	1	.
CCN(CC)CCn1c2c(c(SCC(=O)Nc3ccc(C)c(F)c3)nc1=O)CCC2	4	-1	5	0	-6	-20	-0.2	-1	0
CNC(=O)c1oc(-c2ccc(Cl)cc2)nc1C	10	4	10	13	-2	6	-1.0	6	-4
OC[C@@H]1CN(Cc2cccnc2)C[C@H](n2cnc3c(N4CCCC4)ncnc32)O1	13	-2	5	-9	-1	-2	.	2	.
